# AmpC inh detg: blocks E. coli AmpC beta-lactamase in detergent assay; AmpC hydrolysis of nitrocefin, absorbance 480 nm, 0.01% Triton; Potency, µM (doses to about 114 µM), for inactives: at the highest dose activity change, negative = inhibition, actives largely listed as inhibitors; 370,000 compounds, 0.041% hits;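 also: potency is read from the fitted curve at half-maximal effect; 0% = no-compound wells and -100% = no-enzyme wells; nearly all actives have a fitted effect of over 25% in size; some results filed as inactive show a strong effect at the top dose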
# Target sequence (P00811 whole entry, looked up): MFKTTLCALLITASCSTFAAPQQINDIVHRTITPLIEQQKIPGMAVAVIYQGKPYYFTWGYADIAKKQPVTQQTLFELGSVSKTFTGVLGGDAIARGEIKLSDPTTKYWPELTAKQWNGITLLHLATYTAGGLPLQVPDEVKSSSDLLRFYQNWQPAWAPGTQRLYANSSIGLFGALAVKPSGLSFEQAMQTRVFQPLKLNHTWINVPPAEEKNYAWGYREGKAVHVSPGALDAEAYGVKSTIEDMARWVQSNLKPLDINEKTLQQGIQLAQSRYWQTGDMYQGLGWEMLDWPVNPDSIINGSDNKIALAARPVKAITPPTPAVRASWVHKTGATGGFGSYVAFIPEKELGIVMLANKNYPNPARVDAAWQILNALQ
#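 AmpC (5.3 nM in the dispensed reagent) in 20 mM phosphate pH 7.0 with 0.01% (detergent screen) or 0.0001% Triton X-100 was preincubated with compounds for 15 min at room temperature. Nitrocefin was then added from an 800 uM solution, and hydrolysis was followed at 480 nm.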
# FBPA Giardia inh: Giardia lamblia aldolase inhibition; A8B2U2; purified Giardia FBPA; Potency, µM (top dose mostly 59.6 µM), without a hit: at the highest dose activity, negative = inhibition, hits mostly inhibitors; 290,000 compounds, 0.71% hits; also: potency is read from the fitted curve at half-maximal effect; nearly all actives have a fitted effect of over 55% in size
# Target sequence (A8B2U2 whole entry, looked up): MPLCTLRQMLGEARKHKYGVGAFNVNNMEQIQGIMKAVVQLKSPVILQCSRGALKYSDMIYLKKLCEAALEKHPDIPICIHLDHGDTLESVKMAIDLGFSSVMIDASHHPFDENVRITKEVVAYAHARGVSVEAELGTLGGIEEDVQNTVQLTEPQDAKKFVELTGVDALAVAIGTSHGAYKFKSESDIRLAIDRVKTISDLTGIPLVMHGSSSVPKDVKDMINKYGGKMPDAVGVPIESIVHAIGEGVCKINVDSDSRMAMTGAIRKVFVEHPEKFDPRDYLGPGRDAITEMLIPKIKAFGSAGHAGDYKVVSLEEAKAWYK
#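 Giardia FBPA (40 nM reagent) was preincubated 10 min at RT with compound (up to 57.5 uM final), then substrate plus GAPDH/TPI/NAD/arsenate coupling system with diaphorase/resazurin was added; resorufin fluorescence (525/598 nm) was read after 20 min.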
# HCV inhibitor: blocks hepatitis C virus; Huh7.5.1 HCVcc-Cre infection, luciferase reporter, 44 h; Potency, µM (series often up to 41.8 µM), for inactives: top-dose activity change, negative = inhibition, most hits filed as inhibitors; 340,000 compounds, 3.4% hits; AID 651820; also: potency is read from the fitted curve at half-maximal effect
#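 HCVcc-Cre virus at an moi near 0.5 was added right after compound to cells cultured 4 h from seeding (1,000 cells/well). Luciferase activity was determined 44 h later, 15 min after substrate addition at RT.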
# AMA1-RON2 inh: AMA1-RON2 (P. falciparum) interaction inhibition; Potency, µM (titrated, usually from 58.2 µM), for inactives: at the top dose activity change, negative = inhibition, most hits filed as inhibitors; 360,000 compounds, 0.2% hits; AlphaScreen AMA1-biotinylated RON2 peptide binding;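 also: potency is read from the fitted curve at half-maximal effect; 0% = vehicle wells and -100% = peptide control; nearly all actives have a fitted effect of over 45% in size; some results filed as inactive show a strong effect at the top dose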
#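 AMA1 (3D7) with his tag at 25 nM final met compounds first, then biotinylated RON2 peptide at 25 nM; detection used donor plus acceptor beads, 10 µg/mL apiece, read by AlphaScreen after 30 min at room temperature.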
# Sm TGR inh: inhibitors of Schistosoma mansoni thioredoxin glutathione reductase; Q962Y6; purified TGR, DTNB reduction, TNB absorbance 405 nm; Potency, µM (highest dose often 114 µM), inactives show at the top dose activity change, negative = inhibition, actives largely listed as inhibitors; 360,000 compounds, 3% hits; also: potency is read from the fitted curve at half-maximal effect; nearly all actives have a fitted effect of over 60% in size
#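 First, TGR (20 nM dispensed) and NADPH were mixed with compound. Second, a 15 min room-temperature incubation followed. Third, further NADPH and then DTNB were added to start the reaction. Finally, TNB absorbance was monitored kinetically.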
# HCMV inh: human cytomegalovirus inhibition; AID 1259415; activity change, negative = inhibition, % at 57.5 µM; HFF cells, HCMV-luciferase reporter, 72 h; hits give low values; 410,000 compounds, 4.5% hits; in the data active = activity change below about -60%; inconclusive = no clear call, values can overlap the other calls; inactive = above about -39%
#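 Screen run at 2 compound doses on HFFs infected with reporter HCMV, MOI 1 PFU/cell. Luciferase activity from cell lysates at 72 h post infection gave inhibition relative to buffer-only and Salinomycin wells.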
# The depositor's hits bear a star; ? = inconclusive; nt = not tested or not shown; & = joins results of further samples; [ ] = another dose, or the depositor's remark. Unless noted, calls follow the shape of the dose curve; as a rule, active = well fitted curve in the direction sought with a large enough effect; inconclusive = small, poorly fitted or top-dose-only effect, or another doubt; inactive = no such curve, though single readings can be large; an effect the other way counts as inactive or inconclusive. Unless noted, % is scaled to controls: 0 for no effect and ±100 for the full control effect.
molecule | AmpC inh detg | FBPA Giardia inh | HCV inhibitor | AMA1-RON2 inh | Sm TGR inh | HCMV inh
CCCc1cc(=O)[nH]c(SCC(=O)Nc2cc(S(=O)(=O)N3CCCCC3)ccc2Cl)n1 | nt | nt | 0% | 3%[11.6 µM] | nt | 26
Cc1ccc(-c2nnc(Nc3cccc(Br)c3)c3ccccc23)cc1S(=O)(=O)NCC1CCCO1 (stereo unspecified) | -3% | nt | nt | nt | -1% | ?
Cn1c(=O)c2[nH]c(C3CC3)nc2n(C)c1=O | nt | nt | 14% | -5% | nt | 2
CCN1CCCC1CNCc1ccccc1OCc1ccc(F)cc1 (stereo unspecified) | 3% | -11% | ? | 11% | -14% | -8
CCCCn1c(N)c(N(CCOC)C(=O)c2ccc3c(c2)OCCO3)c(=O)[nH]c1=O | -14% | nt | 31%[activator] | 0% | 1% | -29
COc1ccccc1N1CCN(C(=O)c2ccccc2Oc2ccccc2)CC1 | 6% | 0% | ? | -3% | 5% | -20
CC1(NC(=O)Cc2c(F)cccc2Cl)CCS(=O)(=O)C1 (stereo unspecified) | nt | nt | -4% | -7% | nt | -1
Cc1ccc(C(=O)/C=C/Nc2cccc(O)c2)cc1 | -7% | -15% | -7% | 1% | 4% | 77
CC(C)(C)CC(=O)Nc1nnc(SCC(=O)NCc2cccs2)s1 | 0% | 0% | 17% | -4% | 0% | 0
CC(C)(C)c1nc(SCC(=O)Nc2ccc3c(c2)OCCO3)c2ccccc2n1 | ? | 0% | ? | -17% | -17% | ?
CC(C)C(C(=O)NCc1ccco1)N(C(=O)CNS(=O)(=O)c1ccccc1)c1ccccc1 (stereo unspecified) | -1% | 2% | 3% | -11% | nt | -34
O=C(c1cc(COc2ccc(F)cc2F)on1)N1CC2C[C@@H]3CC1C[C@H](C2)C3 | 0% | 1% | ? | 5% | -1% | 49
CN(Cc1cccs1)C(=O)CNC(=O)c1ccco1 | -3% | nt | 2% | -2% | -27% | 52
Cc1ccc(-c2nc3c(cnn3-c3ccccc3)c(=O)n2-c2cccc(Cl)c2)cc1 | 13% | nt | nt | nt | -2% | -13
COc1cc2nc(SCc3ccc(Cl)cc3Cl)n(Cc3cccs3)c(=N)c2cc1OC | -13% | 2% | ? | -5% | 5% | ?
O=C(CSc1nnc(C2CC2)n1Cc1ccccc1)N1CCNC1=O | nt | nt | 11% | -1% | nt | 17
Cc1ccc2nc3n(c(=O)c2c1)CCC3 | -5% | 3% | 0% | -2% | -2% | -1
COc1ccc2c(CC(=O)Nc3ccccc3N3CCOCC3)coc2c1 | -10% | -5% | -7% | -2% | -1% | -39
COc1ccc(SC[C@H](Cc2ccccc2)N2CC[C@@H](C(C)(C)C)CCC2=O)cc1 | 4% | nt | 8% | -9% | -21% | 3
Cc1cc(C(=O)CCC(=O)NCC2COc3ccccc3O2)c(C)s1 (stereo unspecified) | -18% | nt | 21% | 8% | -1% | -8
O=C(Nc1ccc(-c2ccc([N+](=O)[O-])cc2)cc1)c1ccccc1F | -3% | -1% | 16% | 14% | -4% | -13
O=C(CN1CCN(Cc2ccc(F)cc2Cl)C1=O)NCCc1ccccc1 | -7% | 0% | -7% | 4% | 0% | 38
COc1ccc(OC)c(NC(=O)c2cc(S(=O)(=O)N3CCCCC3)c[nH]2)c1 | -6% | 2% | ? | -9% | 1% | nt
CC(=O)c1c(O)c2ccccc2n(C2CCCCC2)c1=O | 5% | 0% | 0% | 0% | 0% | -25
CC(C)c1cc(C(=O)N2CCCC(N3CCN(c4ccc(F)cc4)CC3)C2)n(C)n1 (stereo unspecified) | -5% | -15% | ? | -2% | 10% | -64*

molecule | AmpC inh detg | FBPA Giardia inh | HCV inhibitor | AMA1-RON2 inh | Sm TGR inh | HCMV inh
O=S(=O)(NN=C1CCCCCC1)c1ccccc1 | 0% | nt | -4% | 6% | -1% | 24
Nc1cc(=O)[nH]c2nnc(SCC(=O)Nc3cccc4ccccc34)n12 | -1% | -15% | 3% | -1% | 15% | 0
COc1ccc(/C=C/C(=O)NCc2ccc3c(c2)OCO3)cc1OC | nt | nt | -9% | 0% | nt | -31
COc1ccccc1OC(C)C(=O)N1CCN(Cc2ccc3c(c2)OCO3)CC1 (stereo unspecified) | 6% | 7% | -4% | -8% | 2% | 76
CN1CCN(c2oc(-c3ccc(COc4ccc(Cl)cc4)o3)nc2C#N)CC1 | 19% | nt | nt | nt | 0% | -31
COc1cc(OC)cc(-c2nnc(SCC(=O)NCc3cccs3)o2)c1 | 0% | 0% | -8% | -6% | -4% | 33
Cc1ccc(C)c(NC(=O)C(=O)NCCc2csc(-c3cccc(F)c3)n2)c1 | -7% | nt | nt | nt | -7% | -2
On1nnc2ccccc21 | 3% | -5% | 5% | -1% | 6% | 0
CC[C@]1(c2ccccc2OC)ON(c2ccccc2C(F)(F)F)C1=O | 1% | nt | ? | 36%[activator] | -3% | -29
COc1ccc(CN2CCC(C(=O)N3CCN(c4ccccc4F)CC3)CC2)cc1OC | -6% | 1% | -28% | 4% | -3% | 43
CCNC(=S)N(CCc1c(C)[nH]c2ccc(OC)cc12)Cc1cccnc1 | -4% | 3% | -8% | -8% | -30% | -17
C#CCN(C(=O)c1ccc(OC)c(OC2CCN(C(C)C)CC2)c1)C1CCCCC1 | 1% | nt | 9% | -5% | -14% | ?
Cn1c(SC2CCCCC2=O)nnc1-c1ccncc1 (stereo unspecified) | 6% | 0% | 7% | 7% | 3% | -6
Cc1ccccc1NC(=O)COc1ccc(Br)cc1CNCCCO | 2% | 0% | 6% | 0% | -3% | -25
Cc1ccc([C@@H]2CC=C(C(=O)O)[C@H](c3ccccc3F)N2S(=O)(=O)c2ccc(C)cc2)cc1 | ? | nt | 15% | -12% | -17% | -9
CN1C(=O)NC(c2ccc(O)cc2)C2=C1CN(c1ccccc1)C2=O (stereo unspecified) | -5% | 5% | 7% | -1% | -6% | 0
Cc1nc2ncnn2c(C)c1CCC(=O)Oc1ccccc1 | -10% | -2% | 19% | 5% | 0% | -60*
CC1(C)CC(=O)c2cc(-c3nc(-c4ccc(F)cc4)cs3)c(=O)[nH]c2C1 | 13% | nt | nt | nt | 4% | -5
Cc1ccc2nc(Nc3nc(CSc4nnc(C)s4)cc(=O)[nH]3)nc(C)c2c1 | 4% | -4% | ? | 13% | 0% | -81*
CCOc1ccccc1N1CCN(Cc2cccc(OC)c2OC)CC1 | 9% | -28% | -25% | -28% | 3% | 11
CN(C)S(=O)(=O)c1ccc(C(=O)N(c2ccccn2)c2ccccn2)cc1 | 0% | -5% | -9% | 44%[activator] | ? | -32
CC(C)C(CO)N1CCN(Cc2ccccc2)CCC1=O (stereo unspecified) | -1% | -13% | 21% | -1% | -20% | -18
CCN(CC)c1ccc2cc(-c3nnc(-c4cccc(Cl)c4)o3)c(=O)oc2c1 | 2% | nt | nt | nt | 3% | 70
CCN(C(=O)COC(=O)/C=C/c1ccc(OC(F)F)c(OC)c1)C1CCS(=O)(=O)C1 (stereo unspecified) | 0% | nt | -1% | 0%[11.6 µM] | 3% | 16
Cc1ccc(C2N(c3ccc(Cl)cc3)C(=O)N3CCCN23)cc1 (stereo unspecified) | 5% | 4% | 16% | -19% | 4% | 11

molecule | AmpC inh detg | FBPA Giardia inh | HCV inhibitor | AMA1-RON2 inh | Sm TGR inh | HCMV inh
Cc1ccccc1NC(=O)Nc1nnc(N(C)Cc2ccccc2)s1 | 10% | nt | nt | nt | 1% | 42
Cc1ccc(C(=O)Nc2cccc(C(=O)NCc3ccccc3)c2)o1 | ? | -2% | ? | -8% | -4% | 17
COc1cc(CNC(=O)c2ccc(NC(=O)N3CCCCc4ccccc43)cc2)cc(OC)c1OC | 5% | nt | nt | nt | 8% | 15
CCOC(=O)C1=C(C)N=C2c3ccccc3C(=O)C2C1c1ccc(Cl)cc1 (stereo unspecified) | ? | -5% | 16µM* | -17% | -9% | -80*
O=C(c1ccco1)N1CCN(C(=O)c2cnn(-c3ccc(Cl)cc3)c2C2CCNCC2)CC1 | -1% | -30% | 12% | -6% | -14% | -25
CCNC(=O)C1CC(=O)N(Cc2ccc(F)cc2)C(=Nc2ccc(OC)cc2)S1 (stereo unspecified) | -15% | 1% | 27% | 2% | -8% | -25
CCC(c1nnc(SCC(=O)Nc2nnc(-c3ccccc3)o2)o1)N(C)C (stereo unspecified) | -5% | -23% | -5% | 6% | -32% | 32
N/C(=N/O)c1nc(N2CCCCC2)nc(N2CCCCC2)n1 | -10% | 3% | 15% | 24% | 2% | 26
Nc1nc(-c2cccc(NS(=O)(=O)c3ccccc3)c2)cs1 | 8% | -10% | -11% | -10% | 1% | -10
C(#CCN1CCOCC1)COCCOC(c1ccccc1)c1ccccc1 | 0% | 5% | 3% | 6% | ? | -10
CC(=O)c1ccc(NC(=O)C2=CC(c3ccc4c(c3)OCO4)=NS(=O)(=O)N2C)cc1 | 9%&5% | nt | -16% | -13% | 5%&-7% | -35&-8
N#Cc1c(NC(=S)NC(=O)Cc2cccs2)sc2c1CCCCC2 | ? | 0% | -17% | 29% | 6% | 52
CCn1cc(C(=O)NCc2ccccc2OC)c(=O)c2cc(S(=O)(=O)N3CCCCC3)ccc21 | -2% | nt | nt | nt | -15% | -77*
Cc1ccc(NC(=S)N(CCCN2CCCC2)Cc2cccn2Cc2ccc(Cl)cc2)cc1 | 0% | -15% | ? | ? | -9% | -72*
O=C(Nc1c(C(=O)N2CCOCC2)cnn1-c1ccccc1)c1cccc(F)c1 | 1% | nt | nt | -3% | -4% | ?
O=S(=O)(c1ccccc1)N1CCn2c(nc3ccccc32)C1 | -4% | -3% | 18% | -1% | -13% | 38
CCO[C@H]1OC(C(=O)N2CCN(C)CC2)=C[C@@H](C)[C@@H]1CCCO | 4% | -1% | 1% | 4% | -2% | -97*
NS(=O)(=O)c1ccc(NNC(=O)c2sccc2Cl)cc1 | 8% | ? | 7% | -4% | -5% | 27
COc1ccccc1NC(=O)C1=C(C)Nc2nc(SCc3ccccc3)nn2C1c1cccc(O)c1 (stereo unspecified) | -1% | nt | nt | nt | 0% | 1
CCCC(=O)Nc1ccc(C(=O)n2ccc(C)n2)cc1 | -8% | -4% | 15% | 0% | 51%[activator] | ?
O=C(O)CCCC(=O)NCCCc1ccccc1 | 0% | 7% | 2% | 1% | 4% | -18
O=C1[C@@H](Oc2ccccc2)[C@@H](c2ccncc2)N1c1ccncc1 | nt | nt | -14% | -6% | nt | 4
COCc1cc(=O)n2[nH]c(C)nc2n1 | ? | -19% | 13% | -6% | 10% | 29

# Full records from above. Order of values: AmpC inh detg | FBPA Giardia inh | HCV inhibitor | AMA1-RON2 inh | Sm TGR inh | HCMV inh
# CCn1cc(C(=O)NCc2ccccc2OC)c(=O)c2cc(S(=O)(=O)N3CCCCC3)ccc21 is entered as -2% | nt | nt | nt | -15% | -77*
# COc1ccccc1NC(=O)C1=C(C)Nc2nc(SCc3ccccc3)nn2C1c1cccc(O)c1 (stereo unspecified) is entered as -1% | nt | nt | nt | 0% | 1
# Cc1ccc(NC(=S)N(CCCN2CCCC2)Cc2cccn2Cc2ccc(Cl)cc2)cc1 is entered as 0% | -15% | ? | ? | -9% | -72*
# COCc1cc(=O)n2[nH]c(C)nc2n1 is entered as ? | -19% | 13% | -6% | 10% | 29
# O=S(=O)(c1ccccc1)N1CCn2c(nc3ccccc32)C1 is entered as -4% | -3% | 18% | -1% | -13% | 38

# Screening results as filed in PubChem.
